Hep lipid drop: hepatic lipid droplet formation modulation | hit rate 0.4% among 240,000 | AML12 mouse hepatocytes, oleate lipid droplets, BODIPY imaging | inhibition, % at 6.5 µM | AID 1656;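 active means lipid droplet intensity inhibited by at least 50%, with more than 500 cells counted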
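Test system: AML12 mouse liver cells; schedule: overnight exposure; technique: high-content imaging of BODIPY-stained droplets and DAPI nuclei; read-out: % inhibition of corrected integrated BODIPY droplet signal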
P. falciparum M17LAP: P. falciparum M17LAP inhibitors, primary screen, biochemical, fluorogenic H-Leu-NHMec substrate, 1536-well (AID 1619). one-dose inhibition, % at 30 µM; IC50 in µM for titrated hits. recombinant M17LAP, H-Leu-NHMec fluorogenic kinetic assay; higher % means a stronger effect. hit rate 0.38% among 220,000;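 active means compound inhibiting the enzyme by more than half at any dose during confirmatory dose-response retesting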;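 further: plate controls were full reaction with DMSO carrier for no effect and no enzyme background for full effect; strong numbers were not always called active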
XIAP antagonists: small molecules displacing peptide from XIAP – biochemical, IAP family, fluorescence polarization (AID 1018); XIAP BIR domain, fluorescence polarization peptide displacement; higher % means a stronger effect; displacement, % at 20 µM, or IC50 in µM where a hit was titrated; hit rate 0.007% among 200,000; in the data active means displacement above about 50%; further: a part of the inactive calls stands beside numbers as strong as those of hits
AID2073: inhibitors of Mint1-CaV2.2 protein interaction, biochemical, HTRF (AID 2073); HTRF protein-protein interaction, Mint1-CaV2.2; higher % means a stronger effect; inhibition, % at 20 µM; hits with a dose series show IC50 in µM; hit rate 0.19% among 290,000; in the data active means inhibition mostly above about 51%, no sharp cut-off; further: some results filed as inactive read as strong as hits
HEK293 NOD2/NF-kB: NOD2 signaling inhibitors, cell-based, luminescence, uHTS, HEK293 (AID 1566) | HEK293 NOD2/NF-kB luciferase reporter, luminescence; higher % means a stronger effect | hit rate 0.63% among 290,000 | one-dose inhibition, % at 4 µM; EC50 in µM for titrated hits; further: many of its hits are not listed in these tables
ER stress rescue: protection against thapsigargin-triggered cell killing – 384-well, CSM14.1, ATP luminescence, primary screen (AID 1222); 190,000 tested, under 10 active; cellular ATP content (survival), % at 20 µM, or EC50 in µM where a hit was titrated; CSM14.1 thapsigargin-induced death rescue, ATP luminescence; higher % means a stronger effect;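 active means EC50 below 50 µM in the dose-response confirmation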;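 further: death triggered by thapsigargin at about 15 µM added after 2 h compound pretreatment; cell ATP read after overnight thapsigargin exposure of roughly 18 to 22 hours; normalized against plate controls of thapsigargin alone and 5% DMSO vehicle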
SIAH1 antagonists: Siah-1 peptide-binding antagonists, primary screen, biochemical, fluorescence polarization, rhodamine-plectin, uHTS (AID 1817) | Siah-1 / rhodamine-plectin peptide fluorescence polarization; higher % means a stronger effect | displacement, % at 20 µM, or IC50 in µM where a hit was titrated | hit rate 0.02% among 290,000;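 active means displacement of at least 50% at 20 µM, with a fluorescence ratio check between 0.3 and a set limit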;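 further: plate controls were Siah plus tracer with DMSO for no effect and tracer alone without Siah for full effect; strong numbers were not always called active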
LYP inhibition: PTPN22 lymphoid phosphatase activity blockers – biochemical, fluorescence intensity, uHTS (AID 1779). recombinant LYP phosphatase, fluorescence intensity; higher % means a stronger effect. hit rate 0.054% among 290,000. one-dose inhibition, % at 11.5 µM; IC50 in µM for titrated hits;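 further: plate controls were vehicle with enzyme for no effect and no enzyme for full effect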
P. falciparum M1AAP: P. falciparum M1AAP inhibitors, biochemical, fluorogenic H-Leu-NHMec substrate, 1536-well (AID 1445); one-dose inhibition, % at 30 µM; IC50 in µM for titrated hits; recombinant M1AAP, H-Leu-NHMec fluorogenic kinetic assay; higher % means a stronger effect; hit rate 0.42% among 220,000;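 active means primary inhibition above the hit cutoff, then over 50% inhibition at one or more dose response concentrations, cut at about 23% in these data, passing the limit was not always enough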;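 further: plate controls were DMSO full reaction for no effect and no enzyme background for full effect; strong numbers were not always called active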
Hep lipid drop cells 6.5 µM: further read-out of Hep lipid drop, marked with its call; cell count; measured here: cell count, cytotoxicity flag;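 cells counted across two imaged fields per well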
* hit, by the source's call; nt = no result given. Unless noted, no stated cut-off is given here; in the data, active means inhibition above about 50%; inactive means the rest. This is a subset; rates above refer to the full screens.

SMILES	Hep lipid drop	Hep lipid drop cells 6.5 µM	P. falciparum M17LAP	XIAP antagonists	AID2073	HEK293 NOD2/NF-kB	ER stress rescue	SIAH1 antagonists	LYP inhibition	P. falciparum M1AAP
[O-]c1c[n+](-c2ccc(-[n+]3cc([O-])on3)cc2)no1	0.8	744	2.0%	-19.7%	27.8%	-7.2%	0.9%	8.1%	-4.1%	4.9%
O=C(/C=C/c1ccco1)NCC1OCCc2ccccc21 (stereo not drawn)	-2.3	718	13.5%	nt	44.1%	-3.0%	nt	15.0%	-6.6%	4.9%
CCCC1=Nc2cc(C(=O)NCCCN3CCOCC3)ccc2Sc2ccccc21	-13.9	657	nt	nt	4.6%	9.4%	nt	1.8%	-6.7%	nt
COc1ccc(CCNC(=O)C(=O)NCC2OCCN2S(=O)(=O)c2ccc3c(c2)OCCO3)cc1OC (stereo not drawn)	-6.7	692	nt	nt	15.1%	26.7%	nt	-8.7%	-8.4%	nt
CN1CC(=O)N(C)c2nc(Br)n(C)c2C1=O	nt	nt	-3.1%	-3.1%	7.5%	9.3%	-2.1%	-0.7%	-9.2%	4.4%
Cc1cccc2c(=O)c(-c3ccc4c(c3)OCO4)c(NC(=O)c3ccco3)oc12	15.3	723	nt	nt	-4.1%	1.4%	nt	6.0%	-5.6%	nt
CCc1ccc(NCc2nc3ccccc3c(=O)[nH]2)cc1	-14.2	658	-0.1%	-0.1%	-3.7%	-99.5%	0.2%	4.1%	-4.9%	3.2%
CC(=O)c1ccc(N2CCCC2)c(F)c1	52.8*	838*	5.0%	1.4%	8.7%	-7.8%	0.1%	-0.2%	-3.6%	10.7%
CC(=O)N1CCN(CCN2C(C)=CC(=C(C#N)C#N)C=C2C)CC1	24.4	709	47.6%	-7.8%	-2.5%	16.6%	1.1%	6.5%	0.9%	19.7%
CCn1cc(C(=O)O)c(=O)c2cc(F)c(N3CCN(C(=O)Nc4ccccc4)CC3)cc21	-3.0	719	9.7%	-0.9%	16.8%	-10.7%	-0.8%	1.2%	2.9%	7.7%
COc1ccc(C(=O)Nc2ccc(NC(=O)c3cccs3)cn2)cc1	12.7	769	nt	nt	16.1%	13.2%	nt	8.9%	-7.7%	nt
Cc1ccnc(NC(=O)C2CCCN(S(=O)(=O)c3ccc4[nH]c(=O)ccc4c3)C2)c1 (stereo not drawn)	1.2	729	nt	nt	-5.1%	10.9%	nt	3.3%	-10.8%	nt
O=c1c2c(nc3cc(-c4ccc(Cl)cc4)[nH]n13)CCS2	-12.8	532	0.6%	-0.9%	16.0%	-84.2%	-4.3%	39.2%	1.2%	16.2%
O=C(c1ccc(NS(=O)(=O)c2ccc3c(c2)OCCO3)cc1)N1CCCCC1	5.9	746	1.7%	nt	-5.5%	20.8%	nt	-0.2%	-4.8%	2.0%
C=CCn1c(-c2cc(-c3ccccc3)sc2N)n[nH]c1=S	-2.0	742	17.8%	nt	5.6%	9.6%	nt	-5.9%	-4.7%	18.8%
CCOC(=O)c1cnc(SCC(=O)c2ccc3c(c2)OCCO3)nc1N	-1.1	739	5.1%	-6.9%	-12.6%	7.0%	0.6%	2.6%	-4.3%	1.3%
Oc1ccc(Br)cc1CNn1cnnc1	nt	nt	7.2%	0.6%	0.3%	-4.0%	-0.9%	-5.4%	-7.7%	11.2%
Cc1ccc(S(=O)(=O)Cc2ccc(C(=O)N3CCN(c4ccc(F)cc4)CC3)o2)cc1	nt	nt	-9.8%	-16.2%	-0.1%	5.2%	-1.0%	1.0%	1.7%	-1.9%
O=C(c1cccc([N+](=O)[O-])c1)N1CCN(c2ccccn2)CC1	14.7	764	4.3%	4.6%	10.6%	-2.5%	-0.9%	-7.2%	2.4%	13.4%
CC(C)n1nnnc1SCC(=O)Nc1ccccc1N1CCOCC1	nt	nt	-1.2%	-2.9%	-3.7%	3.7%	0.7%	-0.3%	3.7%	6.6%
O=c1[nH]n2c(=O)c3c([nH]c2c1N=Nc1ccccc1)CCC3	-4.0	655	81.8%	-4.8%	-5.6%	12.0%	1.3%	12.2%	-0.3%	20.5%
Cc1cc2c(cc1S(=O)(=O)N1CCN(c3cccc(C(F)(F)F)c3)CC1)OCC(=O)N2	-0.7	682	nt	nt	18.0%	29.5%	nt	-3.8%	0.1%	nt
CC(=O)Nc1ccc(C(=O)OCCc2ccccc2)cc1	1.3	800	nt	nt	1.3%	-62.4%	nt	-0.4%	-6.2%	nt
CC(C)COc1cc(=O)[nH]c(SCC(C)C)n1	-2.4	681	-1.1%	-5.4%	5.6%	11.3%	3.5%	-0.4%	-7.4%	3.0%
CN1CCN(C(=O)c2ccc3c(c2)N(C)C(=O)/C(=C/c2cccc(Cl)c2)S3)CC1	29.8	676	nt	nt	5.0%	23.2%	nt	11.3%	-8.8%	nt
Cn1c(SCC(=O)Nc2cccnc2)nnc1-c1ccccc1F	-5.7	661	-10.4%	-7.0%	5.0%	0.4%	-1.9%	-8.5%	-11.0%	1.7%
Cc1ccc([N+](=O)[O-])cc1S(=O)(=O)Nc1ccc(N2CCOCC2)cc1	-3.9	663	1.8%	-2.0%	-2.4%	21.9%	0.5%	2.8%	-12.4%	12.1%
COc1ccc(C2/C=C\CN(C(=O)C3CCCCC3)CC(=O)N2Cc2ccc(F)cc2)cc1 (stereo not drawn)	-6.7	762	-1.4%	nt	0.0%	7.4%	nt	2.9%	-1.9%	5.9%
Cc1cc(CNC(=O)CCc2nnc(CCCc3ccccc3)o2)nn1C	-8.9	732	-10.3%	-3.9%	2.0%	-10.0%	1.3%	3.5%	-11.1%	-2.3%
O=C(/C=C/c1ccco1)NCC(=O)N/N=C/c1ccc([N+](=O)[O-])cc1	-4.4	716	31.8%	-8.2%	50.6%	21.0%	0.2%	6.2%	-5.5%	16.4%
CCc1cccc(NS(=O)(=O)c2ccc3c(c2)NC(=O)C(C)S3)c1 (stereo not drawn)	-45.4	622	nt	nt	15.5%	39.3%	nt	0.7%	-10.5%	nt
CCOCCCNS(=O)(=O)c1ccc(-n2cnnn2)c(OC)c1	0.7	822	4.1%	-23.2%	-4.1%	15.9%	4.1%	1.4%	-4.5%	8.0%
Cc1nc(C)n(C(C)CNS(=O)(=O)c2ccc(Cl)cc2)n1 (stereo not drawn)	9.7	774	nt	nt	-4.7%	1.0%	nt	4.2%	-8.3%	nt
CCCN1CCN(C(=O)CCNC(=O)Cn2cnc3ccccc3c2=O)CC1	16.6	814	nt	nt	-4.7%	14.4%	nt	1.9%	-4.8%	nt
Cc1sc2nc(SCC(=O)NCCOCCO)n(C)c(=O)c2c1C	nt	nt	9.6%	-6.6%	0.9%	6.8%	-1.5%	-0.9%	-6.9%	4.1%
NC(=O)c1cnn(-c2cccc(Cl)c2)c1N	-10.4	738	-13.5%	nt	-14.9%	8.0%	nt	-4.9%	-13.5%	1.3%
Cn1c(-c2nnn(-c3ccc(F)cc3)n2)cc2ccccc21	-20.1	694	-6.6%	-3.6%	14.3%	-177.8%	-2.6%	7.1%	-7.0%	-1.0%
COc1ccc(NS(=O)(=O)c2cccc(NC(=O)c3cnccn3)c2)cc1Br	5.4	697	-10.5%	-6.5%	-0.9%	23.0%	0.2%	8.1%	-7.1%	6.1%
O=C(c1cccc(S(=O)(=O)N2CCCC2)c1)c1nnc(-c2ccncc2)o1	nt	nt	-1.8%	3.9%	-1.7%	27.1%	0.4%	-1.3%	-10.4%	5.3%
COc1ccccc1-n1cccc1C=O	5.0	712	2.7%	-6.3%	-1.1%	16.1%	-0.6%	-3.4%	-3.6%	-1.2%
CCCc1cc(=O)[nH]c(SCC(=O)NCCCC(=O)OCC)n1	nt	nt	-3.2%	-5.8%	9.3%	0.0%	-2.2%	-3.1%	-3.4%	2.5%
CCOC(=O)CN(C(=O)CSc1nnc(-c2ccncc2)n1CCCN(C)C)c1ccccc1	-2.9	661	5.8%	1.2%	-4.4%	10.2%	nt	2.5%	-6.3%	-3.3%
CC1N(C)c2cc(NC(=O)c3ccco3)c(P(=O)(Nc3ccc([N+](=O)[O-])cc3)N3CCOCC3)cc2C1(C)C (stereo not drawn)	4.7	680	0.8%	-12.5%	12.6%	-16.2%	-0.5%	5.1%	8.4%	8.9%
CC(=O)Nc1nc(C)c(Oc2ccc(Cl)cc2Cl)c(=O)[nH]1	nt	nt	7.2%	-21.0%	16.8%	10.3%	-1.2%	-3.8%	3.4%	8.6%
COc1cc(CN2CCN(C(=O)CC(C)C)CC2)cc(OC)c1OC	nt	nt	4.7%	-5.4%	-1.8%	12.4%	-1.3%	-1.2%	-11.6%	-1.3%
CCCOc1ccc(N2C(=O)CC(N(CCc3ccc(OC)cc3)C(=O)c3cccc(F)c3)C2=O)cc1 (stereo not drawn)	-7.4	647	4.9%	-1.9%	-7.1%	11.9%	-2.6%	3.7%	14.2%	1.9%
COc1ccc(NC(=S)NC(=O)c2ccc(Br)o2)cc1	3.2	657	-3.0%	1.9%	6.2%	-84.4%	0.7%	-5.8%	-1.1%	-3.6%
CCCCCCc1cc2cc(-c3nnc(-c4ccccc4)o3)c(=O)oc2cc1O	-0.4	822	-3.9%	1.4%	9.32µM*	42.9%	0.5%	7.7%	10.7%	1.4%
COc1ccccc1N(CC(=O)NCCSCc1cccc(Cl)c1)S(C)(=O)=O	-17.9	409	nt	nt	4.5%	8.8%	nt	1.9%	1.5%	nt
CCCn1c(SCC(=O)NCc2ccc(OC)cc2)n[nH]c1=O	7.4	680	16.2%	-6.6%	8.0%	-2.3%	-1.2%	1.2%	-6.8%	1.4%
O=C(COc1ccc(/C=N/NC(=O)c2cccnc2)cc1)Nc1ccccc1	-1.2	715	nt	nt	12.7%	-29.1%	nt	-5.6%	-2.6%	nt
CC(C(=O)O)c1ccc(N2Cc3ccccc3C2=O)cc1 (stereo not drawn)	17.7	731	9.1%	-2.6%	44.9%	-69.1%	-1.2%	3.2%	-0.1%	4.2%
COc1ccc2c(c1)NC(=O)CC(c1ccccc1)=N2	7.9	836	2.8%	-4.9%	0.0%	-35.1%	-1.7%	-0.8%	-3.6%	5.6%

Whole records, looked up by structure. Order of values: Hep lipid drop	Hep lipid drop cells 6.5 µM	P. falciparum M17LAP	XIAP antagonists	AID2073	HEK293 NOD2/NF-kB	ER stress rescue	SIAH1 antagonists	LYP inhibition	P. falciparum M1AAP
COc1ccc2c(c1)NC(=O)CC(c1ccccc1)=N2 in the list: 7.9	836	2.8%	-4.9%	0.0%	-35.1%	-1.7%	-0.8%	-3.6%	5.6%
O=C(COc1ccc(/C=N/NC(=O)c2cccnc2)cc1)Nc1ccccc1 in the list: -1.2	715	nt	nt	12.7%	-29.1%	nt	-5.6%	-2.6%	nt

Assay outcomes (PubChem)
